Compound activity: PubChem BioAssay, several laboratories
Large T inhibition: TAg ATPase/helicase activity blockers – biochemical (AID 1903) | SV40 large T antigen ATPase/helicase inhibition assay; higher % means a stronger effect | inhibition, % at 20 µM; hits with a dose series show IC50 in µM | actives 0.39% (n = 310,000); in the data active = a potency from the dose series; inconclusive = inhibition mostly from about 32% at the one dose, without a potency; inactive = the rest, 99 in 100 with inhibition below about 32%; note: strong numbers were not always called active
K1F lysis inhibition: inhibition of K1F phage lysis, E. coli UTI89, bacterial capsule biogenesis inhibitors, alamar blue (AID 488966) | actives 0.02% (n = 340,000) | one-dose inhibition, % at 100 µM; IC50 in µM for titrated hits | E. coli UTI89 K1F phage lysis, alamar blue, 2 h; higher % means a stronger effect;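 active = phage lysis inhibition, versus mean bacterial control, above a set limit; inconclusive = no clear call, values can overlap the other calls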;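 note: capsule biogenesis inhibitors block K1F phage lysis so surviving cells raise fluorescence; higher fluorescence means more inhibition of phage lysis; actives were called in the ten point dose series up to 300 µM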
Rac1 GTP hydrolysis: MgcRacGAP GTPase-activating activity inhibitors, confirmation, biochemical, ADP Hunter fluorescence; one-dose inhibition, % at 30 µM; IC50 in µM for titrated hits; actives 0.6% (n = 340,000); MgcRacGAP-stimulated Rac1 GTP hydrolysis, ADP Hunter fluorescence; higher % means a stronger effect; GST-tagged Rac1 F28L mutant substrate; AID 624330;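 active = first-screen hits whose inhibition reached a set limit at any dose in the follow-up dose series; inconclusive = inhibition above the set first-screen limit but never retested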;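 note: fluorescence reports GDP produced by GAP-driven GTP hydrolysis; strong numbers were not always called active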
Siah-1 displacement: Siah-1 peptide-binding antagonists, primary screen, biochemical, fluorescence polarization, rhodamine-plectin, uHTS (AID 1817); Siah-1 / rhodamine-plectin peptide fluorescence polarization; higher % means a stronger effect; actives 0.02% (n = 290,000); one-dose displacement, % at 20 µM; IC50 in µM for titrated hits;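 active = displacement of at least 50% at 20 µM, with a fluorescence ratio check between 0.3 and a set limit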;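 note: plate controls were Siah plus tracer with DMSO for no effect and tracer alone without Siah for full effect; strong numbers were not always called active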
NTR1 agonist: NTR1-driven beta-arrestin-GFP spot formation – imaging, U2OS cells, high content, primary screen (AID 493036); agonist mode; activation, % at 20 µM; actives 0.17% (n = 330,000);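 active = activation at or above 40% of the spot to cytoplasm intensity ratio, with at least 20 cells analyzed; inconclusive = wells under 20 cells, flagged as cytotoxic or low count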;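 note: 0% = DMSO without peptide and 100% = 100 nM NTR1 peptide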
Target sequence (P30989 whole entry, looked up): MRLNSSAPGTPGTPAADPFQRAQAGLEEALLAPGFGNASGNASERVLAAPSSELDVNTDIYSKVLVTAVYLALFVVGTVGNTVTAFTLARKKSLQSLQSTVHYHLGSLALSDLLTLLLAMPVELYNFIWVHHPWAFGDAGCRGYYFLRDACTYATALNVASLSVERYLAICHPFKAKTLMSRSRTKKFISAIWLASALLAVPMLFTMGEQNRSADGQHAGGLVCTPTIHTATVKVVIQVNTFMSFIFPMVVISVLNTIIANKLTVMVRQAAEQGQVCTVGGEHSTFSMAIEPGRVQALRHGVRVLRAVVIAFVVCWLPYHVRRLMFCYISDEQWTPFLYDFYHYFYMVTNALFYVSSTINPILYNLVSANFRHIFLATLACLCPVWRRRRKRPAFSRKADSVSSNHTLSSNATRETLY
Dengue-2 NS5 capping: flavivirus cap methylation enzyme inhibition – biochemical, confirmation dose response, primary screen (AID 588689); one-dose inhibition, % at 25 µM; IC50 in µM for titrated hits; actives 0.3% (n = 340,000); Dengue-2 NS5 methyltransferase capping enzyme assay, biochemical; higher % means a stronger effect; in the data active = a potency from the dose series; inconclusive = inhibition above about 29% without an active follow-up result
AID2073: disruptors of CaV2.2 binding to Mint1 – biochemical, HTRF (AID 2073). HTRF protein-protein interaction, Mint1-CaV2.2; higher % means a stronger effect. one-dose inhibition, % at 20 µM; IC50 in µM for titrated hits. actives 0.19% (n = 290,000); in the data active = inhibition mostly above about 51%, no sharp cut-off; inconclusive = no clear call, values can overlap the other calls; inactive = mostly below about 53%; note: some results filed as inactive read as strong as hits
West Nile antiviral: inhibition of WNV-induced cytopathic effect – cell-based, CPE readout (AID 1621); actives 0.02% (n = 290,000); one-dose CPE inhibition, % at 10 µM; IC50 in µM for titrated hits; West Nile virus-infected cells, CPE inhibition; higher % means a stronger effect; in the data active = a potency from the dose series; inconclusive = CPE inhibition mostly from about 3.7% at the one dose, without a potency; inactive = the rest, 99 in 100 with CPE inhibition below about 2.2%; note: strong numbers were not always called active
RSV CPE inhibition: RSV antiviral activity via CPE protection, HEp-2 cells, primary 10 µM value included (AID 2391). HEp-2 cells, RSV-induced CPE inhibition; higher % means a stronger effect. CPE inhibition, % at 10 µM, or IC50 in µM where a hit was titrated. actives 0.13% (n = 310,000); in the data active = a potency from the dose series; inconclusive = CPE inhibition mostly from about 23% at the one dose, without a potency; inactive = the rest, 99 in 100 with CPE inhibition below about 21%; note: strong numbers were not always called active
NTR1 agonist cell count 20 µM: second read-out of NTR1 agonist, no call of its own (marks repeat the call); cell count; measured here: cell count, cytotoxicity flag
Dengue-2 NS5 capping pilot replicate: second read-out of Dengue-2 NS5 capping, no call of its own (marks repeat the call); inhibition, %; measured here: pilot screen replicate inhibition
Numbers without * were called inactive; [ ] = another dose, or the depositor's remark.

What do the screens show for `O=C(/C=C/c1c(F)cccc1Cl)c1ccc(F)cc1`?
Large T inhibition: 11.0%; K1F lysis inhibition: -0.6%; Rac1 GTP hydrolysis: 13.3%; Siah-1 displacement: 1.2%; NTR1 agonist: 39.7; Dengue-2 NS5 capping: -34.6%; AID2073: -4.5%; West Nile antiviral: 1.0%; RSV CPE inhibition: 0.5%; NTR1 agonist cell count 20 µM: 40

How did COc1ccc(-c2cnn3cc(-c4cccc(Cl)c4)cnc23)cc1 do in these assays?
Large T inhibition: 6.8%; K1F lysis inhibition: 0.1%; Rac1 GTP hydrolysis: 12.1%; Siah-1 displacement: 6.2%; NTR1 agonist: 0.1; Dengue-2 NS5 capping: 3.4%; AID2073: 26.2%; West Nile antiviral: -0.9%; RSV CPE inhibition: 0.1%; NTR1 agonist cell count 20 µM: 43

Results for S=C(NCc1ccco1)Nc1ccc(Br)cc1Cl ?
Large T inhibition: 5.4%; Siah-1 displacement: 4.9%; NTR1 agonist: 2.6; AID2073: 0.0%; West Nile antiviral: -0.9%; RSV CPE inhibition: 2.2%; NTR1 agonist cell count 20 µM: 45

How did Cc1ccc(C(O)(C(=O)NN(C(=O)c2ccccc2)c2ccccc2)c2ccc(C)cc2)cc1 do in these assays?
Large T inhibition: 13.2%; K1F lysis inhibition: -1.9%; Rac1 GTP hydrolysis: 6.2%; Siah-1 displacement: 7.2%; NTR1 agonist: 1.0; Dengue-2 NS5 capping: 0.0%; AID2073: -5.7%; West Nile antiviral: -0.5%; RSV CPE inhibition: 1.6%; NTR1 agonist cell count 20 µM: 60

Results for Cn1nnc(NC(=S)NC(=O)c2cccc3ccccc23)n1 ?
Large T inhibition: 11.7%; K1F lysis inhibition: 0.4%; Rac1 GTP hydrolysis: 5.5%; Siah-1 displacement: 4.4%; NTR1 agonist: 2.3; Dengue-2 NS5 capping: -4.5%; AID2073: -16.4%; West Nile antiviral: 0.0%; RSV CPE inhibition: 2.4%; NTR1 agonist cell count 20 µM: 65

How did CCc1ccccc1-n1c(SCC(=O)NC)nnc1-c1ccco1 do in these assays?
Large T inhibition: 2.7%; K1F lysis inhibition: 0.7%; Rac1 GTP hydrolysis: 11.1%; Siah-1 displacement: 7.9%; NTR1 agonist: 1.3; Dengue-2 NS5 capping: -1.2%; AID2073: 1.2%; West Nile antiviral: -0.4%; RSV CPE inhibition: 1.8%; NTR1 agonist cell count 20 µM: 66

Results for NC(=O)C1CC(=O)N(Cc2ccc3c(c2)OCO3)C(=Nc2ccccc2)S1 (stereo unspecified) ?
Large T inhibition: 1.6%; K1F lysis inhibition: 1.9%; Rac1 GTP hydrolysis: 5.8%; Siah-1 displacement: 2.1%; NTR1 agonist: 1.2; Dengue-2 NS5 capping: 3.5%; AID2073: 7.1%; West Nile antiviral: 0.2%; RSV CPE inhibition: -0.3%; NTR1 agonist cell count 20 µM: 55

How did Cc1ccc([N+](=O)[O-])cc1NC(=O)CN1CCC(C)CC1 do in these assays?
Large T inhibition: 2.5%; K1F lysis inhibition: 0.2%; Rac1 GTP hydrolysis: 4.2%; Siah-1 displacement: -1.9%; NTR1 agonist: -1.2; Dengue-2 NS5 capping: -5.6%; AID2073: 8.8%; RSV CPE inhibition: inconclusive; NTR1 agonist cell count 20 µM: 74

Results for CCOc1ccc(NC(=O)CN2CCN(C(=O)c3ccco3)CC2)cc1S(=O)(=O)N1CCCC1 ?
K1F lysis inhibition: 0.6%[50 µM]; Rac1 GTP hydrolysis: 1.3%; NTR1 agonist: -1.9; Dengue-2 NS5 capping: -0.7%; RSV CPE inhibition: 0.5%; NTR1 agonist cell count 20 µM: 53

Results for N/C(=N\OC(=O)CCCN1C(=O)c2ccccc2C1=O)c1ccc(Cl)cc1 ?
Large T inhibition: 12.0%; K1F lysis inhibition: -0.1%; Rac1 GTP hydrolysis: 8.8%; Siah-1 displacement: 4.8%; NTR1 agonist: -0.3; Dengue-2 NS5 capping: -4.8%; AID2073: 41.4%; West Nile antiviral: 0.2%; RSV CPE inhibition: -1.4%; NTR1 agonist cell count 20 µM: 42

What do the screens show for `CCOC(=O)N1CCC(NC(=O)c2cn(-c3ccc(OC)cc3)c(=O)c3ccccc23)CC1`?
Large T inhibition: 5.9%; K1F lysis inhibition: 0.0%; Rac1 GTP hydrolysis: 2.4%; Siah-1 displacement: 2.6%; Dengue-2 NS5 capping: -0.8%; AID2073: -10.8%; West Nile antiviral: -0.3%; RSV CPE inhibition: 0.0%

What do the screens show for `Cc1ccc(NS(=O)(=O)c2csc(C(N)=O)c2)cc1C`?
Large T inhibition: 7.6%; K1F lysis inhibition: 0.3%; Rac1 GTP hydrolysis: 10.8%; Siah-1 displacement: -2.5%; NTR1 agonist: -0.4; Dengue-2 NS5 capping: 0.7%; AID2073: 16.8%; West Nile antiviral: -1.7%; RSV CPE inhibition: 0.0%; NTR1 agonist cell count 20 µM: 84

How did CCN(CC)CCNC(=O)c1ccc(NC(=O)Cc2ccccc2F)cc1 do in these assays?
Large T inhibition: -4.4%; K1F lysis inhibition: -1.2%; Rac1 GTP hydrolysis: -5.1%; Siah-1 displacement: -5.5%; NTR1 agonist: -0.7; Dengue-2 NS5 capping: 0.0%; AID2073: 0.4%; RSV CPE inhibition: -0.2%; NTR1 agonist cell count 20 µM: 34

What do the screens show for `COc1ccccc1C1CC(c2cccs2)=Nc2ccccc2S1` (stereo unspecified)?
Large T inhibition: 14.4%; K1F lysis inhibition: 0.5%; Rac1 GTP hydrolysis: 13.1%; Siah-1 displacement: 0.2%; NTR1 agonist: 2.5; Dengue-2 NS5 capping: -6.4%; AID2073: -4.8%; West Nile antiviral: 0.6%; RSV CPE inhibition: 19.7%; NTR1 agonist cell count 20 µM: 60

Results for c1ccc2nc3ccccc3nc2c1 ?
Large T inhibition: 4.0%; K1F lysis inhibition: 6.4%; Rac1 GTP hydrolysis: 2.1%; Siah-1 displacement: 5.5%; NTR1 agonist: -0.8; Dengue-2 NS5 capping: 1.4%; AID2073: -4.0%; West Nile antiviral: -0.4%; RSV CPE inhibition: 1.8%; NTR1 agonist cell count 20 µM: 102

What do the screens show for `CCOC(=O)c1[nH]c(C)c(C(=O)Nc2ccc(Cl)cc2)c1C`?
Large T inhibition: 5.6%; K1F lysis inhibition: 5.5%; Rac1 GTP hydrolysis: 5.9%; Siah-1 displacement: 0.0%; NTR1 agonist: -1.5; Dengue-2 NS5 capping: -12.3%; AID2073: -3.5%; West Nile antiviral: -0.6%; RSV CPE inhibition: 1.9%; NTR1 agonist cell count 20 µM: 42

Results for O=C(CCCOc1ccc(Cl)cc1Cl)N/N=C/c1ccco1 ?
Large T inhibition: 5.1%; K1F lysis inhibition: -0.2%; Rac1 GTP hydrolysis: 5.5%; Siah-1 displacement: -5.6%; NTR1 agonist: 0.1; Dengue-2 NS5 capping: 20.9%; AID2073: 3.8%; West Nile antiviral: 0.8%; RSV CPE inhibition: 5.1%; NTR1 agonist cell count 20 µM: 79

How did COc1ccccc1NC(=O)COC(=O)C12CC3CC(CC(Br)(C3)C1)C2 do in these assays?
K1F lysis inhibition: -0.5%[50 µM]; Rac1 GTP hydrolysis: 3.7%; NTR1 agonist: 6.4; Dengue-2 NS5 capping: -3.0%; NTR1 agonist cell count 20 µM: 42

Results for Cc1cccc(C)c1NC(=O)CN(C)C(=O)c1cc(S(=O)(=O)N2CCOCC2)ccc1N1CCCC1 ?
Large T inhibition: 15.3%; K1F lysis inhibition: 1.4%[50 µM]; Rac1 GTP hydrolysis: 3.6%; NTR1 agonist: 0.6; Dengue-2 NS5 capping: -3.6%; RSV CPE inhibition: 0.3%; NTR1 agonist cell count 20 µM: 48

What do the screens show for `COc1cc(-c2nc(CN3CCN(C(=O)c4ccco4)CC3)c(C)o2)ccc1F`?
Large T inhibition: 7.5%; K1F lysis inhibition: -0.3%; Rac1 GTP hydrolysis: 5.5%; Siah-1 displacement: 8.9%; NTR1 agonist: 0.1; Dengue-2 NS5 capping: -3.9%; AID2073: 0.7%; West Nile antiviral: -0.8%; RSV CPE inhibition: 4.8%; NTR1 agonist cell count 20 µM: 61

How did Cc1ccc(Cn2nnnc2CN2CCC(O)(c3cccnc3)CC2)cc1 do in these assays?
Large T inhibition: 23.6%; K1F lysis inhibition: 0.2%; Rac1 GTP hydrolysis: 6.7%; Siah-1 displacement: 5.7%; NTR1 agonist: -2.0; Dengue-2 NS5 capping: -7.7%; AID2073: 9.0%; West Nile antiviral: 0.2%; RSV CPE inhibition: 1.6%; NTR1 agonist cell count 20 µM: 31

How did COc1cc(C(c2c(C)n(C)n(-c3ccccc3)c2=O)c2c(C)n(C)n(-c3ccccc3)c2=O)cc(Br)c1O do in these assays?
Large T inhibition: 8.4%; K1F lysis inhibition: 0.0%; Rac1 GTP hydrolysis: 11.7%; Siah-1 displacement: -1.3%; NTR1 agonist: -0.6; Dengue-2 NS5 capping: -3.9%; AID2073: -5.9%; West Nile antiviral: -1.1%; RSV CPE inhibition: 0.3%; NTR1 agonist cell count 20 µM: 55; Dengue-2 NS5 capping pilot replicate: 0.3

Results for COc1ccc(CCNC(=O)CSc2nnnn2-c2ccccc2)cc1 ?
Large T inhibition: 8.9%; K1F lysis inhibition: 0.1%; Rac1 GTP hydrolysis: -9.3%; Siah-1 displacement: 5.8%; NTR1 agonist: 2.2; Dengue-2 NS5 capping: 10.8%; AID2073: -0.6%; West Nile antiviral: 0.1%; RSV CPE inhibition: 0.7%; NTR1 agonist cell count 20 µM: 33

How did O=C(N/N=C/c1cccc(Br)c1)c1ccc(Br)cc1 do in these assays?
Large T inhibition: 6.1%; K1F lysis inhibition: 0.3%; Rac1 GTP hydrolysis: 10.0%; NTR1 agonist: 6.1; Dengue-2 NS5 capping: -14.0%; AID2073: 10.2%; West Nile antiviral: -0.6%; RSV CPE inhibition: -0.3%; NTR1 agonist cell count 20 µM: 49

Results for COc1cccc(-c2nc(CC(=O)O)cs2)c1OC ?
Large T inhibition: 10.8%; K1F lysis inhibition: 0.2%; Rac1 GTP hydrolysis: 5.2%; Siah-1 displacement: 5.7%; NTR1 agonist: 0.4; Dengue-2 NS5 capping: -4.0%; AID2073: 2.3%; West Nile antiviral: 0.3%; RSV CPE inhibition: 0.8%; NTR1 agonist cell count 20 µM: 99

How did CC(C(=O)NC(C)(C)C)N(Cc1cccs1)C(=O)CCN1CCc2ccccc21 (stereo unspecified) do in these assays?
Large T inhibition: 15.7%; K1F lysis inhibition: -0.2%; Rac1 GTP hydrolysis: 10.6%; Siah-1 displacement: 4.1%; NTR1 agonist: -0.8; Dengue-2 NS5 capping: -5.3%; AID2073: -0.2%; West Nile antiviral: -1.1%; RSV CPE inhibition: 1.4%; NTR1 agonist cell count 20 µM: 58
